MrgX1 ag = agonists of human MrgX1 receptor, primary screen, HEK293 cells, Fluo-4 calcium flux; B-score at 10 µM; Mas-related G-protein coupled receptor member X1 (Homo sapiens), Q96LB2; actives 0.44% (n = 310,000); AID 588627, 2011; Fluo-4 calcium fluorescence, agonist mode; stronger effect = higher value;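 active means calcium response B-score plate-corrected fluorescence ratio at least 3 library SD, with starting fluorescence B-score inside 5 SD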
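System – MrgX1-expressing HEK293 cells · Incubation – cells plated overnight, dye loaded 0.5 h 37 °C, 0.5 h room temperature · Technique – kinetic Fluo-4 NW fluorescence of intracellular calcium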
TRPC4 PAM = positive allosteric modulators of TRPC4, primary screen, cell-based, mouse TRPC4beta, HEK293 mu-opioid, Fluo-4 calcium; Short transient receptor potential channel 4 (Mus musculus), Q9QUQ5; DAMGO EC20, Fluo-4 Ca2+ flux; stronger effect = higher value; B-score at 10 µM; actives 0.42% (n = 310,000); AID 2227, 2009;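 active means B-score of calcium response area above 5 SD of library B-scores, with initial fluorescence ratio within 5 SD of library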;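 further: B-score of integrated fluorescence ratio over time as area under calcium response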
TRPC6 activator = mouse TRPC6 channel activators, primary screen, cell-based, HEK293, membrane potential dye. actives 0.13% (n = 310,000). AID 2550, 2010. Short transient receptor potential channel 6 (Mus musculus), Q61143. B-score at 10 µM. HEK293-TRPC6 membrane potential dye fluorescence; stronger effect = higher value;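 active means B-score of the integrated fluorescence ratio above library mean plus 3 SD, and starting fluorescence ratio within library mean plus 5 SD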;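 further: higher score means more depolarization so channel activation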
Target sequence (Q61143 whole entry, looked up): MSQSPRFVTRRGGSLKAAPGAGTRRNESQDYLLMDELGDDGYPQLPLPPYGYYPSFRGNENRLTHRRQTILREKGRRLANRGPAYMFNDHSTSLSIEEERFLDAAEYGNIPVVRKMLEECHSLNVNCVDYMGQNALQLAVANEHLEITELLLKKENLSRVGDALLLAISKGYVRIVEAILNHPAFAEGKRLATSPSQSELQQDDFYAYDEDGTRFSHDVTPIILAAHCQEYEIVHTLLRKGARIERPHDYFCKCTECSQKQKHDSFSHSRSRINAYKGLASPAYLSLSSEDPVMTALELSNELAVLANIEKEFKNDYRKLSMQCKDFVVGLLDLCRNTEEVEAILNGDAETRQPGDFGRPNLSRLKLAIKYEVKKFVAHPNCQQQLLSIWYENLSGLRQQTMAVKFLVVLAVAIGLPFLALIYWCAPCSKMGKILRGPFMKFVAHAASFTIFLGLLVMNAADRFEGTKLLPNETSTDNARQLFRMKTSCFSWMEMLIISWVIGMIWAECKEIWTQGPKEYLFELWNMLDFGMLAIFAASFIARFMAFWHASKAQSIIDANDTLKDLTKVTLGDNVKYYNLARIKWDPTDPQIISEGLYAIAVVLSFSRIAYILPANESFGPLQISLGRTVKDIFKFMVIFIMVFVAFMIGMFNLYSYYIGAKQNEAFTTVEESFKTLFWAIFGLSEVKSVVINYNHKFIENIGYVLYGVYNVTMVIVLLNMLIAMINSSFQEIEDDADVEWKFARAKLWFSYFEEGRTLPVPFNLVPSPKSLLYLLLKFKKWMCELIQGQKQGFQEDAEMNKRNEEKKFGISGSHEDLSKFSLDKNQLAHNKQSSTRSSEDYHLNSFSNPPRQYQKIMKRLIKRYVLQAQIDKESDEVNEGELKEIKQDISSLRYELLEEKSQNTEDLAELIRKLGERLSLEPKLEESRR
TRPC4 act = activators of mouse TRPC4 channel, primary screen, Fluo4 calcium, HEK293 TRPC4beta/mu-opioid cells; Short transient receptor potential channel 4 (Mus musculus), Q9QUQ5; Fluo4 calcium fluorescence; stronger effect = higher value; B-score at 10 µM; actives 0.49% (n = 310,000); AID 2237, 2010;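 active means B-score above 5 SD of library B-scores, and initial fluorescence ratio not above library mean plus 5 SD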;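 further: positive B-score marks a calcium rise read as TRPC4 activation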
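Assay system – TRPC4beta and mu-opioid receptor HEK293 stable cells · Measured by – Fluo4 fluorescence, kinetic · Schedule – dye loading 45 min room temperature, 110 s kinetic read · Read-out – B-scored integrated calcium fluorescence ratio · Controls – buffer and maximal DAMGO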
RGS4 inh = RGS4 inhibitors, primary screen, cell-based, HEK293 M3R inducible RGS4, calcium flux | B-score at 10 µM | actives 0.45% (n = 310,000) | Fluo-4 calcium flux; stronger effect = higher value; triggered by carbachol at its EC20;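 active means B-score, a plate-corrected calcium signal, over three deviations above library mean, with baseline fluorescence within five deviations of library mean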;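 further: RGS4 expression induced by doxycycline in cells with stable M3 receptor; B-score is computed from the integrated fluorescence ratio over baseline after carbachol; higher B-score means a larger calcium signal and so more RGS4 inhibition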
Target sequence (P49798 whole entry, looked up): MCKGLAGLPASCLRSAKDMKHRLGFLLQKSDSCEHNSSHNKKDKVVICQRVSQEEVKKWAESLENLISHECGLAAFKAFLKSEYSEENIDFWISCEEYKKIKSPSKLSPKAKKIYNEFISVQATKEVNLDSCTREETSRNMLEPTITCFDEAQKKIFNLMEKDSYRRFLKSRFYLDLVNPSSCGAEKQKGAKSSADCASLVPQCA
ANO1 block = TMEM16A chloride channel inhibitors, primary screen, cell-based, HTS | normalized B-score (activity score, 25-100; higher = stronger inhibition) at 10 µM | Anoctamin-1 (Mus musculus), Q8BHY3 | HEK293 TMEM16A/YFP iodide influx fluorescence, ionomycin | actives 1.2% (n = 310,000);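 active means ratio plate-corrected score three or more library SD toward inhibition, starting fluorescence score within five deviations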;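 further: score derived from kinetic fluorescence span divided by baseline fluorescence per well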
MrgX1 PAM = positive allosteric modulators of MrgX1, primary screen, HEK293 cells, Fluo-4 calcium flux. AID 588675, 2011. actives 0.63% (n = 310,000). B-score at 10 µM. FDSS; stronger effect = higher value;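 active means plate-corrected calcium response at least 3 library SD above typical, normal starting fluorescence, not activating the receptor alone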;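 further: compound read alongside a low EC10 to EC30 dose of BAM8-22 agonist; peak minus trough fluorescence over baseline measured at the second addition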
TRPC6 inh = mouse TRPC6 channel inhibitors, primary screen, cell-based, HEK293, membrane potential dye. Short transient receptor potential channel 6 (Mus musculus), Q61143. ACh-evoked depolarization; stronger effect = lower value. B-score at 10 µM. actives 1.1% (n = 310,000). AID 2553, 2010;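 active means B-score under library mean minus 3 SD, initial fluorescence not abnormally high, positive integrated signal ratio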;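 further: B-score derived from integrated fluorescence ratio over the kinetic read; more negative B-score means stronger inhibition of depolarization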
ANO1 activ = TMEM16A chloride channel activators or potentiators, primary screen, cell-based, HTS; actives 0.3% (n = 340,000); HEK293 TMEM16A/YFP-H148Q/I152L, iodide quench fluorescence; stronger effect = lower value; AID 623877, 2012; B-score at 10 µM;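 active means fluorescence-ratio B-score plate-corrected deviation score at least 3 library SD below zero, with starting fluorescence score within 5 deviations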;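 further: channel opened by trigger with iodide after compound preincubation; score built on the fluorescence ratio of max minus min over baseline; more negative score means more quench and so TMEM16A activation or potentiation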
MrgX1 antag = antagonists of human MrgX1 receptor, primary screen, HEK293 cells, Fluo-4 calcium flux | AID 588676, 2011 | Mas-related G-protein coupled receptor member X1 (Homo sapiens), Q96LB2 | B-score at 10 µM | BAM8-22 antagonism; stronger effect = lower value | actives 1.3% (n = 310,000);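 active means calcium-response B-score plate-corrected more than 3 library SD below zero, starting fluorescence within 5 deviations, no agonist response on first addition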;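 further: peak minus trough fluorescence over baseline after final BAM8-22 challenge near maximal dose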
TRPC4 block = inhibitors of mouse TRPC4 channel, primary screen, Fluo4 calcium, HEK293 TRPC4beta/mu-opioid cells | Short transient receptor potential channel 4 (Mus musculus), Q9QUQ5 | DAMGO-evoked Fluo4 calcium flux; stronger effect = lower value | B-score at 10 µM | actives 0.39% (n = 300,000);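 active means B-score over 3 SD under the library average, no early fluorescence shift, positive overall ratio signal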
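Signal: kinetic Fluo4 fluorescence imaging of calcium influx. Material: stable TRPC4beta/mu-opioid receptor HEK293 cells. Probe or stimulus: DAMGO in two steps, submaximal then maximal.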
* hit, by the source's call; i = inactive; / = no result given.

SMILES	MrgX1 ag	TRPC4 PAM	TRPC6 activator	TRPC4 act	RGS4 inh	ANO1 block	MrgX1 PAM	TRPC6 inh	ANO1 activ	MrgX1 antag	TRPC4 block
NS(=O)(=O)c1ccc(NC(=O)CSc2ncn[nH]2)cc1	i	i	i	i	i	i	i	i	i	i	i
CC1CN(C(=O)c2cccc(COc3ccc(Br)cc3)c2)CC(C)O1 (stereo not given)	i	i	i	i	i	i	i	i	i	i	i
CC(C)CCC(C(=O)O)C(C)CC(=O)NNC(=O)c1ccco1 (stereo not given)	i	i	i	i	i	i	i	i	i	i	i
O=C(O)Cn1c(SCc2cccc3ccccc23)nc2ccccc21	i	i	i	i	i	i	i	i	i	i	i
CCCCNC(=O)c1c(O)c2cccc3c2n(c1=O)CCC3	i	i	i	i	i	i	i	i	i	i	i
COc1ccc2c(c1O)C(=O)c1ccccc1C2=O	i	i	i	i	i	i	i	i	/	i	i
Cc1[nH]c(=O)[nH]c(=O)c1S(=O)(=O)N1CCC(C(=O)NC(C)c2ccccc2)CC1 (stereo not given)	i	i	i	i	i	i	i	i	i	i	i
Oc1ccccc1N=Cc1c(O)ccc2oc3c(c12)CCCC3	i	i	i	i	i	i	i	i	i	i	i
C=C(C)Cn1c(CCNC(=O)C(C)(C)C)nc2ccccc21	i	i	i	i	i	i	i	i	i	i	i
C/C(=N/O)c1ccccn1	i	i	i	i	i	i	i	i	i	i	i
C[C@@H]1C[C@H]2[C@@H]3C[C@H](F)C4=CC(=O)C=C[C@]4(C)[C@@]3(Cl)[C@@H](O)C[C@]2(C)[C@H]1C(=O)COC(=O)C(C)(C)C	i	/	/	/	/	i	i	/	i	i	/
COC(=O)c1ccc(COc2cc(C)ccc2C)o1	i	i	i	i	i	i	i	i	i	i	i
CCc1ccc(OCC(=O)OCC(=O)NCCNC(=O)COC(=O)COc2ccc(CC)cc2)cc1	i	i	i	i	i	i	i	i	i	i	i
COc1ccccc1C(=O)O/N=C(\N)c1ccc(Cl)cc1	i	i	i	i	i	i	i	i	i	i	i
Cc1ccc(S(=O)(=O)N(Cc2ccccc2Cl)C(=O)N2CCN(C)CC2)cc1	i	i	i	i	i	i	i	i	i	i	i
CCn1c(CC(=O)Nc2cccc(Cl)c2Cl)nnc1SCCOc1ccc(OC)cc1	i	i	i	i	i	i	i	i	i	i	i
COCCN(C(=O)COC(=O)CSc1ccc(Cl)cc1)c1c(N)n(Cc2ccccc2)c(=O)[nH]c1=O	i	i	i	i	i	i	i	i	i	i	i
Cc1cc(C)c(S(=O)(=O)N2CCCOC2CNC(=O)C(=O)NCc2ccco2)c(C)c1 (stereo not given)	i	i	i	i	i	i	i	i	i	i	i
O=C1CC(c2ccccc2)CC(O)=C1C=Nc1ccccc1Cl (stereo not given)	i	i	i	i	i	i	i	i	i	i	i
COc1ccc(CN2CCOC2=O)cc1OC	i	i	i	i	i	i	i	i	i	i	i
Cc1ccc(NC(=O)CSCC(=O)Nc2cc(Cl)ccc2N2CCOCC2)cc1	i	i	i	i	i	i	i	i	i	i	i
COc1ccc(CN2CCN(C3CCC3)CC2CCO)c(F)c1 (stereo not given)	i	i	i	i	i	i	i	i	i	i	i
COc1cc(NC(=O)c2ccccc2)c(OC)cc1NC(=O)CN1CCOCC1	i	i	i	i	i	i	i	i	i	i	i
Cn1c(=O)c2c(ncn2Cc2ccc(Cl)cc2)n(C)c1=O	i	i	i	i	i	i	i	i	i	i	i
O=C(CNC(=O)c1cccs1)c1ccc(F)cc1	i	i	i	i	i	i	i	i	i	i	i
CC(C)NC(=O)CSc1nccc(-c2cccs2)n1	i	i	i	i	i	i	i	i	i	i	i
CCN(CC)c1ccc(NC(=O)COC(=O)c2ccc3ccccc3n2)cc1	i	i	i	i	i	i	i	i	i	i	i
CCN(c1ccc(OC)cc1)S(=O)(=O)c1ccc(-c2cc(C)no2)s1	i	i	i	i	i	i	i	i	i	i	i
CC1CC(C)CN(c2ccc([N+](=O)[O-])nc2)C1 (stereo not given)	i	i	i	i	i	i	i	i	i	i	i
CC(O)c1nc2ccccc2n1Cc1ccc([N+](=O)[O-])cc1 (stereo not given)	i	i	i	i	i	i	i	i	i	i	i
CCOc1ccc(OCCC(=O)OCC(=O)Nc2cc(OCC)c(N3CCOCC3)cc2OCC)cc1	i	i	i	i	i	i	i	i	i	i	i
CCN1CCCc2cc(CN(CCN3CCOCC3)C(=S)Nc3ccc(OC)cc3)ccc21	i	i	i	i	i	i	i	i	i	i	i
CCn1c(-c2cccnc2Cl)nc2ccccc21	i	i	i	i	i	i	i	i	i	i	i
CCOc1ccccc1CN1C(=O)NC(C)(c2ccccc2)C1=O (stereo not given)	i	i	i	i	i	i	i	i	i	i	i
O=C(Nc1ccccc1)c1cccc2c(Br)cccc12	i	i	i	i	i	i	i	i	i	i	i
Cc1ccc2cc(CN(CCN(C)C)C(=O)Nc3ccc(Cl)cc3)c(=O)[nH]c2c1	i	i	i	i	i	i	i	i	i	i	i
Cc1ccc(/C=C/c2onc(C)c2S(=O)(=O)N2CCC(C(=O)N3CCCCC3)CC2)cc1	i	i	i	i	i	i	i	i	i	i	i
CCCCn1c(N)c(N(CCOC)C(=O)c2ccc(Br)o2)c(=O)[nH]c1=O	i	i	i	i	i	i	i	i	i	i	i
COc1cc(/C=N/N=C2/SCC(=O)N2c2ccc(O)cc2)ccc1O	i	i	i	i	i	i	i	i	i	i	i
CC1CCCN(S(=O)(=O)c2ccc(NC(=O)C3CCN(C(=O)c4ccco4)CC3)cc2)C1 (stereo not given)	i	i	i	60*	i	i	i	i	i	i	i
CC(=O)c1cccc(NC(=S)N2CCc3ccccc32)c1	i	i	i	i	i	i	i	i	i	i	i
COc1cc(NC(=O)C2CCCC2)c(OC)cc1Cl	i	i	i	i	i	i	6.59*	i	i	i	i
O=C(c1cccc(F)c1)n1nnc2ccccc21	i	i	i	i	i	i	i	i	i	i	i
Cc1ccsc1/C=C1/SC(N2CC(C)OC(C)C2)=NC1=O (stereo not given)	i	i	i	i	i	i	i	i	i	i	i
COc1cc2oc(-c3ccc(O)cc3)cc(=O)c2c(O)c1OC	i	i	i	i	i	i	i	i	i	i	i
Cc1nn(C(=O)N2CCCCC2)c(C)c1CN1C(=O)c2ccccc2C1=O	i	i	i	i	i	i	i	i	i	i	i
COc1ccc(CNC(=O)COC(=O)c2ccccc2OCC(=O)Nc2ccc(SC(F)F)cc2)cc1	i	i	i	i	i	i	i	i	i	i	i
O=C(O)CSCc1nc2cccnc2n1C1CCCCC1	i	i	i	i	i	i	i	i	i	i	i
COc1ccc([N+](=O)[O-])cc1NC(=O)CS(=O)(=O)c1ccc(C)cc1	i	i	i	i	i	i	i	i	i	i	i
CC(=O)c1ccc(OC(=O)N2CCOCC2)cc1	i	i	i	i	i	i	i	i	i	i	i
COc1cccc(-n2c(SC)nnc2-c2c[nH]c3ccccc23)c1	i	i	i	i	i	i	i	i	i	i	i
C[n+]1ccccc1/C=C/c1c(F)cccc1F	i	i	i	i	i	i	i	i	i	i	i
CCN(CC)C(=O)Cn1cc(S(=O)(=O)CC(=O)NCc2ccccc2)c2ccccc21	i	i	i	i	i	i	i	i	i	i	i
CC(C(=O)Nc1ccccc1-c1ccccc1)N1CCOCC1 (stereo not given)	i	i	i	i	i	i	i	i	i	i	i
COCCn1c(-c2ccc(OC)c(OC)c2)nc2ccccc21	i	i	i	i	i	i	i	i	i	i	i
COc1ccc(/C=C/C(=O)Nc2cc(C(F)(F)F)ccc2Cl)cc1	i	i	i	i	i	i	i	i	i	i	i
COCCNC(=S)NC1CC2CCCC(C1)N2Cc1cccs1 (stereo not given)	i	i	i	i	i	i	i	i	i	i	i
O=C(CN1CCN(C(=O)c2ccco2)CC1)Nc1cc(Cl)ccc1Cl	i	i	i	i	i	i	i	i	i	i	i
O=C(CCN1CCN(c2ccccc2)CC1)Nc1ccc(OCc2ccccc2)cc1	i	i	i	i	i	i	i	i	i	i	i
CCOc1ccccc1OCCCC(=O)N(CC)CC(=O)Nc1ccc(NC(C)=O)cc1	i	i	i	i	i	i	i	i	i	i	i

The results go on:
SMILES	MrgX1 ag	TRPC4 PAM	TRPC6 activator	TRPC4 act	RGS4 inh	ANO1 block	MrgX1 PAM	TRPC6 inh	ANO1 activ	MrgX1 antag	TRPC4 block
CCOC(=O)N1CCN(Cc2nc3cc(NC(=O)CC(C)C)ccc3n2CC)CC1	i	i	i	i	i	i	i	i	i	i	i
CCCOC(=O)C1[C@H]2C(=O)N(C(C)c3ccc(OC)cc3)C[C@]23C=C[C@H]1O3 (stereo not given in full)	i	i	i	i	i	i	i	i	i	i	i
Nc1nnc(SCc2ccc(F)cc2Cl)s1	i	i	i	i	i	i	i	i	i	i	i
COc1cc2c(cc1OC)C(c1ccccc1O)N(C1CC(=O)N(c3ccccc3)C1=O)CC2 (stereo not given)	i	/	/	/	/	i	i	/	i	i	/
COc1ccc(N2CCCn3c2nc2c3c(=O)n(Cc3ccc(C)cc3)c(=O)n2C)c(OC)c1	i	i	i	i	i	i	i	i	i	i	i
O=C(CCCN1C(=O)/C(=C\c2cccs2)SC1=S)Nc1ccc(C(=O)O)cc1	i	i	i	i	i	i	i	i	i	i	i

Retrieved one by one from above (2):
SMILES	MrgX1 ag	TRPC4 PAM	TRPC6 activator	TRPC4 act	RGS4 inh	ANO1 block	MrgX1 PAM	TRPC6 inh	ANO1 activ	MrgX1 antag	TRPC4 block
CC(O)c1nc2ccccc2n1Cc1ccc([N+](=O)[O-])cc1 (stereo not given)	i	i	i	i	i	i	i	i	i	i	i
CCOC(=O)N1CCN(Cc2nc3cc(NC(=O)CC(C)C)ccc3n2CC)CC1	i	i	i	i	i	i	i	i	i	i	i
